Bioassay records (PubChem)
PKM2 act – PKM2 (human) enzyme activation; purified PKM2, Kinase-Glo ATP luminescence, activation; response scale: 0% is enzyme alone, no compound; 260,000 tested, 0.34% active; Potency, µM (highest dose often 57.5 µM), inactives show top-dose activation, most hits filed as activators; AID 1631; also: potency is read from the fitted curve at half-maximal effect; nearly all actives have a fitted effect of over 55% in size
Target sequence (P14618 whole entry, looked up): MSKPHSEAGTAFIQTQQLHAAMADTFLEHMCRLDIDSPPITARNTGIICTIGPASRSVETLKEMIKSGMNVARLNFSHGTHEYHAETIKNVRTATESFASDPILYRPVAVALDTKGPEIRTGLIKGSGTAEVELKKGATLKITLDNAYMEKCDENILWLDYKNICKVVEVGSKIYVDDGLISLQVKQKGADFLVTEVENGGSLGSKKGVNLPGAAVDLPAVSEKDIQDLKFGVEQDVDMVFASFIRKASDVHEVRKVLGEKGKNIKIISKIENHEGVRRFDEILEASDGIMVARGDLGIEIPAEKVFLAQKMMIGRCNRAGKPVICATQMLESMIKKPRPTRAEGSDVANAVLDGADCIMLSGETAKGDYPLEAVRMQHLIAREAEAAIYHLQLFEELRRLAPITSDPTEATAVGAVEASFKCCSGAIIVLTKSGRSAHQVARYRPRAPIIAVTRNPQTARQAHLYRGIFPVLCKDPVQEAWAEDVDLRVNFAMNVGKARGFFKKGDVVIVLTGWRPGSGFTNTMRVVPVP
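Purified hPK-M2 (>95%) run at intermediate activity with 0.1 mM ADP and 0.5 mM PEP in 50 mM imidazole pH 7.2, KCl, MgCl2; 1 h room temperature. ATP formed read by Kinase-Glo luminescence; normalized to uninhibited and no-enzyme controls.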
KCNH2 WT inh – KCNH2 (human, wildtype) channel inhibition. Q12809. U2OS, BacMam KCNH2, thallium flux FluxOr; stronger effect = lower value. activity change, % at 1.84 µM. 340,000 tested, 0.37% active. AID 720551;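 active = maximum activity change below -70%; inconclusive = maximum activity change between -70% and -50%; inactive = maximum activity change above -50%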
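U2OS cells transduced with wild-type KCNH2 virus are loaded with FluxOr dye for 45 min, and thallium flux is measured in kinetic reads before and after stimulation buffer. Rate constants are normalized to DMSO controls.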
BCR signal inh – inhibitors of chronic active B-cell receptor signaling; 340,000 tested, 0.05% active; Potency, µM (top dose mostly 46.1 µM), without a hit: top-dose ratio change, negative = lower green/red ratio, usual class: inhibitors; AID 493014; ABC-DLBCL IkBa-CBG/CBR reporter, luminescence ratio, 4 h; active = well fitted inhibition curve with a large enough effect in the signal ratio, with a control signal flat, not every such curve was filed as active; inconclusive = small, poorly fitted or top-dose-only effect, or effect the other way, or a change in a side signal; the % refers to the signal ratio;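 also: potency is read from the fitted curve at half-maximal effect; plate controls were basal doxycycline-induced cells for no effect and cells given 10 µM MG132 for full effect; MG132 reads +100%, hits lower the ratio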
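Doxycycline induced both beetle luciferases in TMD8 lymphoma cells; IKK-driven degradation limits the IkappaBalpha-fused green signal, while red luminescence normalises for cell number and nonspecific effects. Compounds tested up to 46 uM, 4 hrs.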
KCNH2 3.1 inh – blocks the human KCNH2 3.1 channel isoform; U2OS KCNH2 3.1, thallium flux FluxOr; stronger effect = lower value; activity change, % (tested at about 1.8 µM); 340,000 tested, 0.95% active;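 active = maximum activity change below -70%; inconclusive = maximum activity change from -70% to -50%; inactive = maximum activity change above -50%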;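 also: thallium influx rate constant from kinetic fluorescence after stimulation buffer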
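Steps: virus added to U2OS suspension (4 h, RT, dark); medium with 10% FBS added, cells plated, 37 C overnight; FluxOr/Red40 loading buffer 45 min RT; stimulation buffer, 2 min kinetic read; rate constant normalized.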
USP2a block – blocks human ubiquitin-specific protease USP2a; O75604; AID 463254; 330,000 tested, 0.01% active; Potency, µM (series often up to 38.3 µM), for the others: top-dose activity change, negative = inhibition, usual class: inhibitors; USP2 core, Ub-CHOP2 coupled fluorogenic reporter, 485/531;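 also: potency is read from the fitted curve at half-maximal effect; plate controls were DMSO wells for no effect and full inhibition by NEM control for full effect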
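Deubiquitinase activity read as fluorescence (485/531 nm) after Ub-CHOP2 cleavage activates the enterokinase reporter on its substrate; USP2 core 10nM, Ub-CHOP2 and substrate 25nM each, 30min compound preincubation then 60min RT; data normalized to NEM, curves fitted.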
FBPA coupling cs – inhibits coupling enzyme system, counter-screen for aldolase hits. coupling enzyme system counterscreen, AmpLite Red fluorescence. 290,000 tested, 0.67% active. activity change, negative = inhibition, % at 58.2 µM, hits read low; in the data active = activity change below about -30%
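Coupling enzymes only (glyceraldehyde-3-phosphate) + compound, at 57.5 uM final, 10 min RT; add substrate/coupling/AmpLite Red mix, 20 min RT; fluorescence ex 525/em 598 nm. Actives flag coupling-system interference.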
GALK inh – blocks human galactokinase activity; P51570; 270,000 tested, 0.007% active; Purified GALK, Kinase-Glo residual ATP luminescence; Potency, µM (series often up to 57.5 µM), for the others: at the top dose activity change, negative = inhibition, most hits filed as inhibitors; also: potency is read from the fitted curve at half-maximal effect
Target sequence (P51570 whole entry, looked up): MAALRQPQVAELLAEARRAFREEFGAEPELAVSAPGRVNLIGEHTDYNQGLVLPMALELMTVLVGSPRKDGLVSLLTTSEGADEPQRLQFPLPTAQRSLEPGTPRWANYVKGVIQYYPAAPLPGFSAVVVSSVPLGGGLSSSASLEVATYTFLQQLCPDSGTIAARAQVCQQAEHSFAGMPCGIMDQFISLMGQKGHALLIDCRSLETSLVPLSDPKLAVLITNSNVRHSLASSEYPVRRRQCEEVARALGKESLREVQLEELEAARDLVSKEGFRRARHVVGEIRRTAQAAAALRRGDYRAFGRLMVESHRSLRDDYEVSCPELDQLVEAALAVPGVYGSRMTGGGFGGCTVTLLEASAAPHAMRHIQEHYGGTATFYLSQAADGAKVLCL
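5 nM enzyme, 35 uM ATP, 100 uM galactose, 20 mM HEPES pH8.0, 5 mM MgCl2; 1 h RT; residual ATP by Kinase-Glo Plus luminescence, qHTS format.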
Eya2 inh – blocks the phosphatase activity of human Eya2; O00167; recombinant Eya2, OMFP fluorescence dephosphorylation (OMFP is methylfluorescein phosphate); Potency, µM (doses to about 76.9 µM), without a hit: top-dose activity, negative = inhibition, most hits filed as inhibitors; 330,000 tested, 0.006% active; also: potency is read from the fitted curve at half-maximal effect
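Eya2 protein (added as 0.2 uM solution) was preincubated with compound for 10 min at ambient temperature in 50 mM HEPES pH 7.5, 50 mM NaCl, 5 uM MgCl2, 0.05% BSA, 1 mM DTT. OMFP (added at 50 uM) then reacted 10 min; fluorescence read at 485/525 nm.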
Giardia killer – kills Giardia lamblia. Giardia lamblia trophozoite viability. 340,000 tested, 0.15% active. activity change, % at 7.66 µM, hits read low; in the data active = activity change below about -80%; inconclusive = between about -30% and that limit;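 also: parasites exposed to compound for two days anaerobically before the ATP read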
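Luminescent ATP signal served as the viability read-out, measured 15-30 min after adding ATP detection reagent to trophozoites that had been incubated with compounds for 48 hrs at 37 deg C anaerobically at 100 cells/well.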
uPA generation – inhibitors of cell surface uPA generation; cell surface uPA generation assay, qHTS; 330,000 tested, 0.31% active; AID 540303; Potency, µM (series often up to 38.3 µM), without a hit: top-dose activity change, negative = inhibition, most hits filed as inhibitors; active = well fitted inhibition curve with a large enough effect; inconclusive = small, poorly fitted or top-dose-only effect; inactive = no such curve, though single readings can be large or run the other way; tested in mouse RAW 264.7 cells; also: potency is read from the fitted curve at half-maximal effect; nearly all actives have a fitted effect of over 55% in size
B2AR arrestin – recruits beta-arrestin to the human beta2-adrenergic receptor; P07550; beta-arrestin recruitment to beta2AR, cell-based reporter; Potency, µM (series often up to 46.1 µM), inactives show at the highest dose activation, actives largely listed as activators; 330,000 tested, 0.02% active; AID 492947;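 also: potency is read from the fitted curve at half-maximal effect; 0% = DMSO controls and full agonism = EC100 isoproterenol or metaproterenol; nearly all actives have a fitted effect of over 65% in size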
The depositor's hits bear a star; ? = inconclusive; · = not tested or not shown; [ ] = remark or other dose. Unless noted, calls follow the shape of the dose curve; as a rule, active = well fitted curve in the direction sought with a large enough effect; inconclusive = small, poorly fitted or top-dose-only effect, or another doubt; inactive = no such curve, though single readings can be large; an effect the other way counts as inactive or inconclusive. Unless noted, % is scaled to controls: 0 for no effect and ±100 for the full control effect. Rows were taken by chance (roughly 2.4% active in at least one column).

Compound,FBPA coupling cs,Giardia killer,USP2a block,Eya2 inh,uPA generation,PKM2 act,B2AR arrestin,KCNH2 3.1 inh,KCNH2 WT inh,BCR signal inh,GALK inh
Cn1nc2c3ccccc3n(Cc3ccc(F)cc3)c2nc1=S,2,28,10%,6%,-1%,-1%,-0.5%,-10,0,1%,0%
CCOP(=O)(OCC)c1nc(-c2ccccc2Cl)oc1N1CCOCC1,3,-8,0%,-10%,0%,-16%,0.3%,-11,-3,0%,3%
COc1ccc(C(C)=O)cc1CN1C(=O)NC2(CCCCCCC2)C1=O,6,-5,0%,8%,2%,-2%,-0.1%,4,-6,-1%,-1%
O=C(O)c1cccc(S(=O)(=O)NCCC(c2ccccc2)c2ccccc2)c1,11,24,1%,-4%,-2%,-9%,0.3%,-15,-3,7%,1%
CCc1nnc(NC(=O)CSc2ccc(-c3nc4ccc(C)cc4[nH]3)cn2)s1,-2,-20,-1%,-5%,-7%,-12%,0.4%,-5,3,?,0%
CCN(C(=O)CN1CCOCC1)C1(C)C(=O)c2ccccc2C1=O,3,-15,2%,0%,2%,2%,-1.3%,-8,-6,1%,3%
O=C(C/C=N\O)Nc1ccc(Oc2ccccc2)cc1,-2,-3,3%,-25%,4%,-2%,0.4%,-3,7,4%,-1%
NC(=O)COc1ccc(-c2noc(COc3ccccc3[N+](=O)[O-])n2)cc1,1,26,0%,-2%,-11%,·,-0.2%,-1,-13,-11%,12%
Cc1ccc(NC(=O)NC(=O)CSc2nnc(-c3ccc(OC(F)F)cc3)n2N)c(C)c1,3,-1,6%,4%,-1%,3%,-1.5%,-34,25,?,0%
Cc1ccc(S(=O)(=O)N2C(=O)CCC2C(=O)NCc2ccco2)cc1 (configuration not stated),5,6,0%,9%,8%,1%,0.0%,-3,2,-8%,1%
COc1ccc(Nc2cc(=O)n(C3CCCCC3)c(=O)[nH]2)c(OC)c1,2,34[activator],-2%,-14%,-6%,3%,-1.0%,8,-2,14%,6%
COC(CNC(=O)c1ccc(CS(=O)(=O)c2ccc(C)cc2)o1)OC,-2,-14,8%,-6%,3%,·,0.0%,11,16,4%,-3%
CSc1c(SCc2ccccc2)cnn(-c2ccccc2)c1=O,1,0,3%,-3%,-3%,2%,-0.7%,15,-17,6%,0%
Cc1ccc(NC(=O)[C@@H](NC(=O)c2cccc(S(=O)(=O)N3CCOCC3)c2)C(C)C)cc1C,1,11,0%,-1%,-8%,-3%,0.2%,0,-11,-3%,2%
COc1ccc2[nH]c(=O)c(-c3noc(-c4ccc(F)cc4)n3)cc2c1,2,1,-1%,-42%,-2%,8%,-0.2%,-12,1,-1%,-1%
CC(C)c1nnc(NC(=O)c2nc(S(=O)(=O)Cc3ccc(F)cc3)ncc2Cl)s1,·,7,3%,2%,1%,·,0.2%,31,3,?,5%
Cc1ccc(C2OCC3(CO)COC(c4ccc(C)cc4)N23)cc1 (configuration not stated),3,3,0%,-16%,0%,4%,-1.0%,-8,1,?,1%
COC(=O)CC1=NN(c2nc3ccccc3s2)C(=O)/C1=C/N(C)C,2,9,-2%,9%,-6%,-4%,-0.2%,6,-1,?,-1%
O=C(CCCc1c[nH]c2ccccc12)N1CCOCC1,-3,18,0%,7%,2%,-6%,-0.1%,-16,-4,?,0%
CN(CC(=O)NCc1ccccc1Cl)CC(=O)Nc1cccc(F)c1,-1,-6,0%,3%,2%,-1%,0.1%,1,-5,1%,-1%
CC(NC(=O)CNC(=O)Cc1cccc2ccccc12)c1ccc(S(N)(=O)=O)cc1 (configuration not stated),·,-10,4%,-3%,-1%,6%,-0.4%,-3,1,2%,-5%
Clc1ccc(OCCSc2ncccn2)c2ccccc12,1,15,2%,6%,-1%,-1%,-0.7%,-10,3,?,-1%
CCN(c1ccccc1)S(=O)(=O)c1ccc(Oc2ccc(C(C)=O)cc2OC)nc1,·,-3,-2%,20%,-10%,·,0.0%,4,2,2%,·
Cc1[nH]c2ccccc2c1C(=O)NS(=O)(=O)Nc1ccccc1,1,-5,3%,7%,0%,6%,-1.1%,-3,14,1%,0%
CCN(CC(=O)NC1CCS(=O)(=O)C1)C(C)C(=O)Nc1ccc(F)cc1 (configuration not stated),·,-10,0%,-13%,-1%,·,0.1%,-3,-13,0%,·
O=C(COC(=O)C1CCN(S(=O)(=O)c2ccccc2)CC1)NC(=O)c1ccc(OC(F)F)cc1,-1,-9,2%,1%,0%,-1%,-1.1%,-14,-4,0%,1%
CCOc1c(Cl)cc(C2NC(=O)NC(C)=C2C(=O)NCc2ccccc2)cc1OC (configuration not stated),3,9,2%,7%,3%,-2%,-0.3%,-8,-7,2%,-3%
Cc1nc(SC(C)C(=O)NCC2CCCO2)c2cc(-c3ccccc3)sc2n1 (configuration not stated),·,0,1%,-1%,-11%,·,0.1%,-12,8,13%,·
CN(C)/C=C/C(=O)c1ccc(Oc2ncccn2)cc1,4,8,2%,-12%,-3%,0%,?,3,-16,?,1%
CCN(CC)CCOC(=O)C12CC3CC(CC(C3)C1)C2,3,8,2%,-2%,4%,4%,-0.3%,21,9,?,6%
N=C1C(c2nc(-c3ccc(Cl)cc3)cs2)=C(O)CN1CCCN1CCOCC1,4,6,-2%,11%,-1%,-4%,-1.0%,-6,13,?,0%
Cc1ccc(C(C(=O)NC2CCCC2)N(Cc2ccco2)C(=O)CCC(=O)Nc2cc(C)on2)cc1 (configuration not stated),1,8,-5%,-9%,-9%,0%,-0.4%,-7,4,14%,1%
COc1ccc(C2CC(c3ccc(Cl)cc3Cl)Nc3nc(N)nn32)cc1OC (configuration not stated),-1,23,-1%,3%,-1%,-2%,-0.5%,-7,-1,-22%,-2%
O=c1cnc2ccccc2n1CC1CCCCC1,-2,2,1%,10%,-6%,-2%,0.0%,6,-12,?,0%
CCOc1ccc(NC(=O)c2cc([N+](=O)[O-])ccc2N2CCOCC2)cc1,·,19,2%,2%,-9%,·,0.2%,7,-5,?,·
CCc1noc(C)c1C(=O)NNC(=O)c1ccccc1F,·,?,1%,-11%,2%,·,-2.9%,10,-3,2%,·
Cc1cc(=O)n2[nH]c(-c3sccc3-n3c(C)ccc3C)cc2n1,9,24,?,1%,-2%,22%,-0.1%,-6,7,17%,6%
CCOC(=O)c1sc(C)c2c1NC(C)(c1ccccc1)NC2=O (configuration not stated),-2,-18,2%,-8%,-5%,-1%,-0.7%,-3,-5,3%,0%
CCCCCCCCCOC(=O)C(CC(=O)O)N1CCOCC1 (configuration not stated),-3,-14,11%,-19%,-6%,-7%,-0.2%,-9,3,8%,-4%
CC(O)(CS(=O)(=O)Cc1ccccc1Cl)C(=O)Nc1cccc(C(F)(F)F)c1 (configuration not stated),0,-17,1%,?,·,0%,0.0%,16,-1,-6%,-5%
CC(=O)c1c(C)[nH]c(C(=O)OCC(=O)Nc2ccc([N+](=O)[O-])cc2Cl)c1C,-1,-21,0%,3%,0%,6%,-0.9%,·,-33,?,0%
Cc1ccc(C2CC(c3cccs3)=NN2C(=O)c2ccc(Br)o2)cc1 (configuration not stated),2,-3,-17%,-5%,-15%,3%,-0.3%,-19,0,?,0%
C=CCn1c(CSCc2ccc(C)cc2)nnc1SCC(=O)NCc1ccccc1,1,7,2%,2%,-2%,-1%,-0.2%,1,-3,?,-2%
COc1ccc(NC(=O)c2ccccc2SC)c(OC)c1,3,2,-2%,2%,-2%,2%,-0.1%,-1,-7,-14%,6%
O=C(Nc1nnc(C2CC2)s1)c1cc2c(s1)CCCCCC2,4,·,0%,-10%,·,-1%,-1.2%,·,·,2%,0%
COc1ccc(C(CNC(=O)c2ccc(OC)c(S(=O)(=O)N3CCCC3)c2)N2CCCC2)cc1 (configuration not stated),·,-8,-5%,-2%,-2%,·,0.4%,12,3,7%,·
CCOC(=O)C1C(=O)C=C(c2ccc(C)cc2)CC1c1ccco1 (configuration not stated),5,22,-5%,-5%,-1%,2%,0.1%,-2,-1,8%,1%
CCOC(=O)Cc1cc(=O)n2[nH]cc(-c3cccc(Br)c3)c2n1,11,-16,0%,0%,0%,3%,-0.2%,-5,-2,-14%,-7%
CC(=O)c1c(C)[nH]c(C(=O)CSc2nc3ccccc3c(=O)n2CCCN2CCOCC2)c1C,1,-6,-4%,-1%,·,0%,0.4%,-9,3,1%,0%
